# Bioassay records (PubChem)
# proCasp3 act: activates human procaspase-3; activation, % at 8.5 µM; 0.11% of 330,000 active; P42574; recombinant procaspase-3 D3A, Ac-DEVD-pNA absorbance 405 nm;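 active = activation above the mean of all tested compounds plus 3 SD, cut at about 21% in these data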;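 note: 0% = DMSO alone and 100% = DMSO wells spiked with extra 5 µM PC-3 D3A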
# Target sequence (P42574 whole entry D9A/D28A/D175A): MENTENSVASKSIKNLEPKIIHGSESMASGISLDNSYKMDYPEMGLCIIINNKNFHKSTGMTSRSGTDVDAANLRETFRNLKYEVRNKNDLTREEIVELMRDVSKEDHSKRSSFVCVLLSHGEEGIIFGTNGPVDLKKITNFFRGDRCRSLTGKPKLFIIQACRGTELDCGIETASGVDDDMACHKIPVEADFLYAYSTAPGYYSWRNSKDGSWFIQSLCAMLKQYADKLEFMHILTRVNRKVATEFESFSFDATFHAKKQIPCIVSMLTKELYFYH
#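 Assay system: Autoprocessing-dead procaspase-3 D3A mutant enzyme; also added: Ac-DEVD-pNA; doses: one concentration, 8.5 µM nominal, 0.8% DMSO; times: 1 h compound preincubation, 2 h substrate hydrolysis at 25 °C; technique: 405 nm absorbance of p-nitroaniline, reads at 0 and 120 min; measure: % activation between DMSO and enzyme-spiked controls; repeats: single replicate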
# core dimer inh: blocks dimerization of HCV core protein; AID 1899; TR-FRET GST/Flag-core106 dimerization, 1536-well; 0.33% of 300,000 active; inhibition, % at 5 µM;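 active = inhibition above the mean of all tested compounds plus 3 SD, set per screening campaign, cut at about 45% in these data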
#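 Assay system: GST-tagged and Flag-tagged HCV core protein residues 1-106 / Times: compound-protein-antibody incubation 4 h at 22.5 °C / Signal: time-resolved FRET, ex 340 nm, em 617 and 671 nm / Evaluation: % inhibition based on acceptor/donor emission ratio / Benchmarks: wells lacking GST-core106 and wells with excess unlabelled core106 / Repeats: singlicate, one well per compound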
# Fh CTSL1 inh: cathepsin L1 inhibition, PFM18AAP counter-screen | recombinant F. hepatica cathepsin L1, Z-Leu-Arg-MCA fluorescence | AID 1906 | 0.49% of 300,000 active | inhibition, % at 5.96 µM;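 active = inhibition above the mean of all tested compounds plus 3 SD, set per screening campaign, cut at about 17% in these data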;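 note: 0% = plate median of test compound wells and 100% = 1 µM Z-Phe-Ala-diazomethylketone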
# TPT1 inhibitor: inhibitors of Candida albicans tRNA 2'-phosphotransferase TPT1 | inhibition, % at 5 µM | 0.81% of 300,000 active | recombinant caTPT1, FP RNA substrate dephosphorylation;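 active = inhibition above the mean of all tested compounds plus 3 SD, set per screening campaign, cut at about 24% in these data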;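 note: plate controls were DMSO alone for no effect and ferristatin control at 100 nM for full effect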
# GASC-1 inh: human JMJD2C demethylase inhibition; GST-JMJD2C(1-420) H3K9me3 demethylation, DELFIA europium; inhibition, % at 2.35 µM; 0.069% of 330,000 active;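 active = more than half of a compound's replicate wells show inhibition beyond 50%, single wells judged on their own value; inconclusive = some, but no more than half, of replicates pass 50% inhibition; inactive = no replicate passes 50% inhibition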;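 note: signal counts dimethyl H3K9 product captured on neutravidin plate; 0% = median of DMSO wells and 100% = 0.3 times that DMSO median; strong numbers were not always called active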
# Efflux pump mplx: antifungal efflux pump inhibition, Nile Red retention; AID 485275; S. cerevisiae Candida pump triplex; 0.44% of 330,000 active; inhibition, % at 10 µM;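 active = plate passing quality check with inhibition over a set limit, or well fluorescence over plate mean plus 4 SD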;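 note: Nile Red retained in pooled yeast measured as flow cytometry median fluorescence; 0% = buffer negative control and 100% = Enniatin B positive control; higher means more Nile Red kept so more efflux inhibition; some compounds called inactive have numbers as strong as hits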
# PP5 inh: inhibitors of human protein phosphatase 5 (PP5); P53041; purified PP5c, OMFP substrate fluorescence; inhibition, % at 6.7 µM; 0.18% of 320,000 active;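 active = inhibition above the campaign's mean inhibition across all tested compounds plus 3 SD, cut at about 9.5% in these data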;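 note: 0% = DMSO only and 100% = 100 µM cantharidin control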
# Target sequence (P53041 whole entry, looked up): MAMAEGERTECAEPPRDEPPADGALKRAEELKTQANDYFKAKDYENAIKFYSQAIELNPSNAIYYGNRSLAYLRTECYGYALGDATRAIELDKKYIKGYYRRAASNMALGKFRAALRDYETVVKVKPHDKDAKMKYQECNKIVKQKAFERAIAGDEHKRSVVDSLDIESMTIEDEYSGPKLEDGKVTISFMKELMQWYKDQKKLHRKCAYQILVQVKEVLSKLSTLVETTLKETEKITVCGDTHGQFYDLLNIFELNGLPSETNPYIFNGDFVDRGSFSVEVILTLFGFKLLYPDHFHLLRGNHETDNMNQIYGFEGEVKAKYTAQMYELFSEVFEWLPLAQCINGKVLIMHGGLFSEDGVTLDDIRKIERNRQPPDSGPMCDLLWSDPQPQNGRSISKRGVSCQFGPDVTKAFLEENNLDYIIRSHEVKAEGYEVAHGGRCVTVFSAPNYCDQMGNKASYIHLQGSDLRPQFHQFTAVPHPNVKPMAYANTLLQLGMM
# proCasp7 act: counter-screen: procaspase-7 (human) activation; 0.093% of 330,000 active; AID 463210; activation, % at 8.5 µM; recombinant procaspase-7, Ac-DEVD-pNA absorbance 405 nm; D23A/D198A/D206A triple mutant, cannot self-cleave; scale: DMSO 0, 5 µM enzyme 100; P55210;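 active = percent activation above the screen-wide mean plus 3 SD, cut at about 25% in these data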
#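 Assay system: Uncleavable procaspase-7 mutant enzyme; Input: 2 µM procaspase-7 mutant as dispensed; Also added: DEVD-pNA substrate; Medium: Zinc-free HEPES pH 7.4 with 300 mM NaCl, 0.01% Triton X-100; Timing: 1 h compound preincubation, 2 h substrate cleavage, 25 °C; Measured by: Epi-absorbance of released pNA at 405 nm, two timepoints.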
# PP1 inh: blocks human PP1-alpha phosphatase, a PP5 counter-screen; purified PP1alpha, OMFP fluorescence; inhibition, % at 6.7 µM; 0.9% of 320,000 active;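 active = inhibition above the mean inhibition of all tested compounds plus 3 SD, computed separately for each screening campaign, cut at about 15% in these data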
# Starred values were filed as active, the others as inactive; ? = inconclusive; . = no result given.
Structure	proCasp3 act	core dimer inh	Fh CTSL1 inh	TPT1 inhibitor	GASC-1 inh	Efflux pump mplx	PP5 inh	proCasp7 act	PP1 inh
Cc1snnc1C(=O)NC(=S)Nc1ccccc1	0	3	5	-4	-3	-0.1	-1.1	-7	-2
COc1ccccc1NC(=O)CCC(=O)Nc1ccccc1OC	-4	1	1	-2	?	0.0	0.8	0	0
CCOC(=O)c1[nH]ncc1CN1CCCC(C(=O)c2cc(Cl)ccc2OC)C1 (stereo unspecified)	2	-11	-2	-3	3	-0.1	4.8	-2	-2
Cc1nc(C(=O)NCC(=O)c2ccc(Cl)cc2)c(C(F)(F)F)o1	-2	-1	4	2	-2	0.2	2.7	7	-6
O=C(Nc1ccc(F)c(Cl)c1)C1CC2CCC1C2 (stereo unspecified)	5	-6	-4	-3	1	0.0	4.4	-11	1
CN1CC=C2C(C#N)=C(N)C(C#N)(C#N)[C@H](c3ccoc3)[C@H]2C1	-5	3	5	-47	5	0.0	2.4	-2	5
O=C(OCC#CCSc1nnc(-c2cccc3ccccc23)o1)c1cccs1	-3	-3	0	-1	-7	0.2	-0.6	0	6
COc1ccc(/C=N/N2CCN(c3ccc(Cl)cc3)CC2)cc1O	-10	-6	-2	-2	12	0.1	-2.3	-15	-4
CC(=O)N1N=C(c2ccco2)CC1c1cc2ccc(C)cc2nc1Cl (stereo unspecified)	-5	1	1	1	-14	0.2	2.2	-12	-1
CSc1ccc(/C=C(\C#N)C(=O)Nc2cccc(C)c2)cc1	1	16	0	8	2	-0.3	-0.8	-6	-3
Cc1cccc(NC(=O)c2ccc(COc3cccc4ccccc34)o2)n1	-1	4	0	-3	2	-0.1	3.6	2	1
CCOP(C)(=O)C1(C(=O)OCc2ccccc2)CC1 (stereo unspecified)	-1	-9	-1	-5	-2	-0.2	2.4	-6	1
COc1ccc2nc(SCC(=O)N3CCNC3=O)[nH]c2c1	5	7	0	1	8	-0.4	-3.1	1	-4
C=CCNC(=O)c1ccc(CN(c2ccc(OCC)cc2)S(=O)(=O)c2ccc(C)cc2)cc1	-10	7	2	3	1	-0.2	2.9	-7	4
O=C(c1ccco1)c1cn[nH]c1-c1ccc(Cl)cc1O	-9	-1	1	-2	-11	0.1	-1.4	-3	-3
CS(=O)(=O)c1cccc(S(=O)(=O)N2CCCCCC2)c1	-2	13	-2	2	5	0.0	1.3	-3	-5
CCOC(=O)C(NCc1ccccc1OC)(NC(C)=O)C(F)(F)F (stereo unspecified)	0	-2	-8	-2	-3	0.2	-3.1	0	5
COc1cc(/C=N/Nc2cc(C)nc(NS(=O)(=O)c3ccccc3)n2)ccc1O	-5	-5	10	-6	-14	-0.1	3.5	-8	2
Cc1ccc(C(=O)NNC(=O)Cn2ccc(C(F)(F)F)n2)o1	11	-7	3	1	3	-0.1	-0.5	6	-4
CC(Sc1ncnc2sccc12)C(=O)Nc1ccc(C(N)=O)cc1 (stereo unspecified)	3	3	0	-3	7	-0.2	1.1	-6	-1
O=C(CNC(=O)Cn1ccc2ccccc2c1=O)NCCCN1CCN(c2cccc(Cl)c2)CC1	5	0	3	-2	-3	-0.3	0.0	-1	-1
CCN(C(=O)CSc1ccc2c(c1)OCCO2)C1CCS(=O)(=O)C1 (stereo unspecified)	-6	-9	2	-7	-6	-0.1	2.4	-3	-1
COc1ccc(CNC(=O)COC(=O)CCN2C(=O)C3CC=CCC3C2=O)cc1OC (stereo unspecified)	-3	.	.	.	-8	0.0	2.2	10	3
CCN1CCCC1CNC(=O)C(NC(=O)C1CCC(C)CC1)C(C)C (stereo unspecified)	6	0	3	-1	-6	0.0	-2.0	11	-4
COc1ccc(OCC#CCn2ccnc2)cc1	3	2	-3	1	4	0.1	2.7	-3	-6
O=C(CN1C(=O)NC2(CCCCCCC2)C1=O)NCc1ccc(F)cc1	-3	.	.	.	1	0.2	.	3	.
CNC(=S)NCC(O)c1ccc([N+](=O)[O-])cc1 (stereo unspecified)	-11	0	3	1	-3	-0.1	0.6	5	-6
COc1ccc(OC)c(-c2nnc3n2N=C(c2ccc(OC(F)F)c(OCC4CC4)c2)CS3)c1	-12	.	.	.	-14	0.3	.	-1	.
CCOC(=O)COc1ccc(S(=O)(=O)N2CCN(c3ccc(OC)cc3)CC2)cc1	-3	-2	3	-5	3	0.0	1.4	-10	-2
Cc1cn(S(=O)(=O)c2ccc(Cl)cc2)c(C)n1	0	-3	1	-2	12	0.0	-1.2	1	-3
COCCCN1CC(=O)N2C(c3ccc(OC)c(OC)c3)c3[nH]c4ccccc4c3C[C@H]2C1=O (stereo partly specified)	-3	-8	-2	-3	4	-0.1	0.8	-3	-2
CC(C)(C)N(Cc1ccccc1)C(=O)COC(=O)CNC(=O)c1ccco1	0	1	-6	1	3	0.1	-0.5	2	3
O=C(Cn1ncc2c(=O)oc3ccccc3c21)NCCCN1CCCC1=O	14	1	6	-3	-11	0.1	2.2	-3	-2
COC(=O)c1cc(C(=O)OCC(=O)N(C)c2ccccc2)cc([N+](=O)[O-])c1	4	1	0	-3	6	0.1	2.2	5	-3
COc1ccc(NC(=O)NCCN2CCN(c3cccc(Cl)c3)CC2)cc1	8	-4	1	0	-4	0.1	4.0	-4	3
O=C(NC(Cc1ccccc1)C(=O)N1CCCCC1)c1ccccc1 (stereo unspecified)	4	1	0	-1	-27	-0.1	-1.6	-2	0
CCN(CC(=O)Nc1c(F)cccc1F)C(=O)c1cc(S(=O)(=O)NCc2ccccc2)ccc1C	-8	5	11	-2	4	0.0	1.6	-12	2
COc1ccc(CCNC(=O)c2cccc([N+](=O)[O-])c2)cc1OC	8	-1	-5	-3	-3	-0.1	1.3	3	-10
COc1ccc(-c2csc3ncnc(N4CCN(Cc5ccccc5)CC4)c23)cc1	2	-10	3	0	-46	0.0	0.8	3	-3
CCN(c1ccc(NC(=O)c2ccc(Cl)nc2)cc1)C(C)C	9	-10	5	-1	.	-0.3	-0.2	-5	7
CNC(=O)NC(=O)C(C)OC(=O)c1c2c(nc3ccccc13)/C(=C/c1cccs1)CC2 (stereo unspecified)	-32	35	3	27*	-6	-1.0	4.3	-18	14
CCOC(=O)CC1C(=O)NCCN1S(=O)(=O)c1ccccc1 (stereo unspecified)	0	3	-1	0	14	0.0	2.0	2	-4
CC1CN(C2=NC(=O)/C(=C3/C(=O)N(Cc4ccc(F)cc4)c4ccccc43)S2)CC(C)O1 (stereo unspecified)	-3	0	-4	-1	-10	0.1	2.2	-5	-1
CCN(CC)CC(=O)Nc1sc2c(c1C(=O)c1ccccc1C)CCC2	7	-1	4	-7	-6	0.0	2.6	-14	3
Cc1occc1-c1nnc(SCC(=O)Nc2ccccc2N2CCCCC2)n1C	-1	7	-2	1	3	0.1	0.5	-10	0
O=C(NNS(=O)(=O)c1ccccc1[N+](=O)[O-])c1cccnc1	-2	-1	4	0	4	0.0	0.1	13	0
C=CCn1c(-c2cccc(OC)c2OC)n[nH]c1=S	-8	-3	0	-2	-3	0.0	-0.5	-6	-2
O=C(Cc1ccccc1Cl)NNC(=O)Nc1ccccc1	-6	-4	-7	-1	2	0.0	3.3	9	0
COc1ccc(C(=O)c2c(C)c3ccccc3n2CC(O)CNC(C)C)cc1 (stereo unspecified)	3	-5	2	-3	13	0.1	-1.8	-4	3
O=C(O)c1ccc(Nc2ncnc3scc(-c4ccccc4)c23)cc1	1	8	2	-1	-16	0.1	1.7	5	-3

# Next results follow:
Structure	proCasp3 act	core dimer inh	Fh CTSL1 inh	TPT1 inhibitor	GASC-1 inh	Efflux pump mplx	PP5 inh	proCasp7 act	PP1 inh
CCCCOc1ccc(C(=O)CCN2CCOCC2)cc1	-19	-1	9	1	23	-0.4	-0.9	-25	-1
COc1cc(C(=O)N2CCN(c3ccccc3OC)CC2)c([N+](=O)[O-])cc1OC	-3	-1	9	0	1	0.0	-1.7	-4	-5
CN(C(=O)COC(=O)c1nn(C)c(=O)c2ccccc12)c1c(N)n(Cc2ccccc2)c(=O)[nH]c1=O	-2	-1	-5	-6	2	0.0	0.6	1	-5
Cc1cccc(-n2cnc3cc(C(=O)N4CCc5ccccc54)ccc32)c1	-5	5	-2	1	62	1.0	2.3	0	-6
CCc1c(C)nc(Nc2nc(C)c3cc(OC)ccc3n2)[nH]c1=O	3	4	4	-2	2	-0.1	-0.7	-4	-2
O=C(CN1CCN(CCOCCO)CC1)N1c2ccccc2Sc2ccc(Cl)cc21	5	2	-7	-1	15	1.4*	0.1	6	2
CCCCCCCC(=O)NNC(=O)CC(=O)Nc1ccccc1C(=O)O	2	-14	-1	-5	-4	0.0	-1.4	4	2
O=C(NCc1ccccc1)c1nc[nH]c1C(=O)N1CCN(c2ccccc2)CC1	5	.	.	.	-1	0.1	-0.9	8	1
O=C1CCCN1CCCNS(=O)(=O)c1ccc(Br)s1	-7	3	-1	4	-1	0.1	-0.4	9	-5
CC(=O)N1CCN(c2ccc([N+](=O)[O-])c(NCC3CCCO3)c2)CC1 (stereo unspecified)	-8	-1	6	-4	1	0.0	1.1	14	0
Cc1ccc(-c2c(C(=O)N/N=C/c3ccncc3)nnn2-c2nonc2N)cc1	12	-7	5	-2	3	-0.4	-2.3	-8	-1
COc1ccc(N2CCN(C(=O)CSc3nnc4c(C)cc5c(C)cc(C)cc5n34)CC2)cc1	-7	0	0	1	2	0.1	5.2	-2	-3
CCC(=O)OCc1c(C(F)(F)F)nn(C)c1Oc1cccc(C(F)(F)F)c1	1	-2	7	-2	2	-0.1	5.0	10	0
Cc1cc(C)n(C/C=C/Cn2nc(C)cc2C)n1	4	0	2	-3	-37	-0.1	1.0	1	0
COc1ccc(C2c3c(ccc4ccccc34)Oc3ncn4nc(-c5ccco5)nc4c32)cc1 (stereo unspecified)	2	8	1	1	-15	0.1	-2.5	6	-2
COCCCn1c(SCC(=O)O)nc2cc(OC)c(OC)cc2c1=N	7	-3	2	-3	1	0.0	1.4	-4	-1

# Marked active in TPT1 inhibitor (from the list above):
SMILES,proCasp3 act,core dimer inh,TPT1 inhibitor,GASC-1 inh,Efflux pump mplx,PP5 inh
CNC(=O)NC(=O)C(C)OC(=O)c1c2c(nc3ccccc13)/C(=C/c1cccs1)CC2 (stereo unspecified),-32,35,27*,-6,-1.0,4.3
